# Compound activity as filed in PubChem.
# PAD4 inhibition – human PAD4 inhibitors, primary screen, biochemical, fluorescence polarization (AID 463073) | inhibition, % at 5 µM | recombinant PAD4, RFA probe fluorescence polarization; active compounds read high | actives 0.5% (n = 2,000);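 active = inhibition above 30%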;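 note: 0% = PAD4 with DMSO and 100% = wells lacking PAD4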
#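 System: recombinant PAD4. Amount: PAD4 at 2 µM in dispensed buffer, before additions. Doses: single 5 µM final compound concentration. Timing: 30 min 25 °C preincubation, 5 h 37 °C labeling. Benchmarks: wells lacking PAD4 as full-inhibition control. Repeats: single well per compound. Measured by: FP, ex 525 nm, em 598 nm.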
# Numbers without * were called inactive; & = joins results of further samples.
nr	PAD4 inhibition	SMILES
1	1.4	Clc1ccc2c(c1)[C@H]1OCC[C@H]1[C@@H](c1ccco1)N2
2	2.9	O=C(N/C(=C/C=C\c1ccccc1)C(=O)N1CCOCC1)c1ccc(Br)cc1
3	-1.0	CC(C)CN1CC(C(=O)O)CC1=O (configuration not stated)
4	4.3	O=C(O)C1CSC(c2ccco2)N1 (configuration not stated)
5	2.3	c1ccc(SSc2ccccc2)cc1
6	-4.0	COc1cc(CNCCc2c[nH]c3ccccc23)cc(Cl)c1OCC(N)=O
7	2.7	CC(C)OC(=O)C1C(=O)CC(C)(O)C(C(=O)OC(C)C)C1c1cccc(O)c1 (configuration not stated)
8	-0.9	CCOc1ccccc1Oc1coc2cc(OCC(=O)O)ccc2c1=O
9	3.5	COC(=O)CN1C(=S)N(c2ccc(F)cc2)C(=O)C1CC(=O)Nc1ccccc1 (configuration not stated)
10	1.3&-1.2	C[n+]1ccccc1/C=N/O

# Exported with tabs: two of the compounds above
no.	smiles	PAD4 inhibition
6	COc1cc(CNCCc2c[nH]c3ccccc23)cc(Cl)c1OCC(N)=O	-4.0
7	CC(C)OC(=O)C1C(=O)CC(C)(O)C(C(=O)OC(C)C)C1c1cccc(O)c1 (configuration not stated)	2.7

# Pulled by structure from above (four):
nr	PAD4 inhibition	SMILES
7	2.7	CC(C)OC(=O)C1C(=O)CC(C)(O)C(C(=O)OC(C)C)C1c1cccc(O)c1 (configuration not stated)
6	-4.0	COc1cc(CNCCc2c[nH]c3ccccc23)cc(Cl)c1OCC(N)=O
5	2.3	c1ccc(SSc2ccccc2)cc1
4	4.3	O=C(O)C1CSC(c2ccco2)N1 (configuration not stated)

# Some of the compounds tested, so the mix of outcomes need not match the whole.
